pAkt inh: blocks phosphorylation of Akt | activity change, % for hits at 50 µM | Neuro2A IGF-stimulated pAkt S473 HTRF, 20 min; hits give low values | actives 0.32% (n = 360,000); in the data active means activity change below about -80%; inconclusive means mostly about -51% to -80%; further: on the % scale 0 is the no-effect control and ±100 the full control effect
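Single-point screen (50 µM final compound) in Neuro2A cells stimulated 20 min with 6 nM IGF at 37 deg C. After lysis, Ser473-phosphorylated Akt read by HTRF (ex 330 nm, em 615/665 nm) as the 665/615 ratio.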
FUS yeast rescue: rescues growth of FUS-expressing yeast; S. cerevisiae FUS-expressing, growth rescue, OD600, 24 h; Potency, µM (top dose mostly 76.6 µM), without a hit: at the top dose growth rescue (activation), most hits filed as activators; actives 0.24% (n = 390,000); AID 1347120;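 further: potency means the concentration at half of the fitted maximal effect; plate controls were DMSO vehicle for no effect and reference control for full effect; nearly all actives have a fitted effect of over 55% in size; some results filed as inactive show a strong effect at the top dose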
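Restored growth of FUS-toxic S. cerevisiae, read as 600 nm absorbance after 24 h at 30C in galactose medium (starting OD 0.005). Controls CP55940 and DMSO.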
GLP1R ag: agonists of human GLP-1 receptor; P43220; HEK293 GLP-1R CRE-luciferase, luminescence, 4-6 h; cells express a hypersensitive GLP-1R form; Potency, µM (doses to about 45.6 µM), without a hit: at the top dose activation, hits mostly activators; actives 0.007% (n = 380,000); AID 624172; further: potency means the concentration at half of the fitted maximal effect; % of control where 0% means no effect
aSyn yeast inh: alpha-synuclein toxicity inhibition in yeast; actives 0.14% (n = 370,000); Yeast expressing alpha-synuclein, growth rescue, BacTiter-Glo, 24 h; AID 652106; Potency, µM (titrated, usually from 46.1 µM), for inactives: at the highest dose growth rescue (activation), most hits filed as activators; further: potency means the concentration at half of the fitted maximal effect; % of control where 0% means no effect; nearly all actives have a fitted effect of over 65% in size
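Readout is rescue of growth in alpha-synuclein-expressing yeast, so inhibitors of toxicity appear as activators. Growth after 24 hr at 30 deg C in galactose medium is quantified by luminescence.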
Abeta rescue: A-beta toxicity reversal in yeast. Potency, µM (titrated, usually from 46.1 µM), inactives show at the highest dose growth rescue, hits mostly activators. AID 1347071. yeast expressing A-beta42, growth rescue, OD600, 48 h; response scale: 0% DMSO, 100% iron-clioquinol control. actives 0.063% (n = 410,000); further: potency means the concentration at half of the fitted maximal effect; nearly all actives have a fitted effect of over 55% in size
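Yeast growth medium received pinned compounds, then yeast cells expressing toxic A-beta were added; plates incubated at 30 C for 48 hr. Growth read as absorbance at 600 nm, normalized to DMSO and equimolar FeCl3 plus clioquinol controls.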
PTHR1 agonist: activates the human parathyroid hormone receptor PTHR1; Q03431; HEK293 GP2 PTHR1 cells, GloSensor cAMP luminescence, 1 h; Potency, µM (top dose mostly 115 µM), without a hit: at the highest dose activation, actives largely listed as activators; actives 0.075% (n = 410,000); AID 743266; further: potency means the concentration at half of the fitted maximal effect; nearly all actives have a fitted effect of over 55% in size; some results filed as inactive show a strong effect at the top dose; inactives centre near -15; many of its hits are not listed in these tables
Target sequence (Q03431 whole entry, looked up): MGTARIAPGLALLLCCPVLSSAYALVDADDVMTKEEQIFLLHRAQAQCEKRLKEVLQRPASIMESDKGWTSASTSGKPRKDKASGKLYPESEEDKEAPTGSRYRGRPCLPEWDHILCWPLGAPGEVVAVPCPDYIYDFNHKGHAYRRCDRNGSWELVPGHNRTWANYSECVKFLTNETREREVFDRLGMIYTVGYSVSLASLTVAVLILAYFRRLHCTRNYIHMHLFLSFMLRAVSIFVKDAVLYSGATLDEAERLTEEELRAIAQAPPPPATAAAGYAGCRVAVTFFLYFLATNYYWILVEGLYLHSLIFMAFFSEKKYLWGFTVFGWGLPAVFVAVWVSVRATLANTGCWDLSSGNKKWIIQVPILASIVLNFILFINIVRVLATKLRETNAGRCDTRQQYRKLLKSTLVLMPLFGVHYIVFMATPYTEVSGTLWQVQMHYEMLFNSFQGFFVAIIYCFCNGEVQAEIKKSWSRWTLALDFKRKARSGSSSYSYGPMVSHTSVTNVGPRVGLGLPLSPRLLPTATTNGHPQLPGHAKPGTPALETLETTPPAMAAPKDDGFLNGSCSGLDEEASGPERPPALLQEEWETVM
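HEK-293-derived GP2 cells expressing PTHR1 and a GloSensor cAMP reporter, 3,000/well, plated overnight, given luciferin plus IBMX (each 0.5 mM as added) for 1 h at 37 °C, then compound for 1 h at 37 °C. Luminescence was read after 15 min at room temperature.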
TDP43 rescue: rescues yeast growth from TDP-43 toxicity | TDP-43 expressing yeast growth rescue, BacTiter-Glo, 24 h | Potency, µM (top dose mostly 46.1 µM), for inactives: at the top dose growth rescue (activation), hits mostly activators | actives 1.8% (n = 410,000) | AID 652104; further: potency means the concentration at half of the fitted maximal effect; % of control where 0% means no effect; nearly all actives have a fitted effect of over 50% in size
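Yeast cells expressing TDP-43 under galactose induction are exposed to compounds for 24 hr at 30 deg C. BacTiter-Glo luminescence measures growth, so protective compounds score as activators.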
GLP1R inv ag: GLP-1 receptor (human) inverse agonism; AID 624417; P43220; HEK293 GLP-1R CRE-luciferase, luminescence, 24 h; GLP-1R form is constitutively active; Potency, µM (series often up to 38.3 µM), without a hit: at the highest dose activity change, negative = inhibition, most hits filed as inhibitors; actives 1.6% (n = 410,000); further: potency means the concentration at half of the fitted maximal effect; on the % scale 0 is the no-effect control and ±100 the full control effect; nearly all actives have a fitted effect of over 55% in size
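Luminescence readout: a drop in cAMP-driven luciferase signal flags inverse agonism at a constitutively active GLP-1R stably expressed in HEK293. Compound exposure lasted 24 hr at 37 deg C, 5% CO2.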
D3 antag: antagonists of human D3 dopamine receptor; P35462; D3R cells, DiscoveRx beta-arrestin luminescence, antagonist mode; hits give low values; max response, negative = inhibition, %; actives 2.5% (n = 360,000); AID 652054; in the data active means max response below about -50%; inconclusive means no clear call, values can overlap the other calls; further: on the % scale 0 is the no-effect control and ±100 the full control effect; mostly tested at two doses, the higher about 12 µM
Target sequence (P35462 whole entry, looked up): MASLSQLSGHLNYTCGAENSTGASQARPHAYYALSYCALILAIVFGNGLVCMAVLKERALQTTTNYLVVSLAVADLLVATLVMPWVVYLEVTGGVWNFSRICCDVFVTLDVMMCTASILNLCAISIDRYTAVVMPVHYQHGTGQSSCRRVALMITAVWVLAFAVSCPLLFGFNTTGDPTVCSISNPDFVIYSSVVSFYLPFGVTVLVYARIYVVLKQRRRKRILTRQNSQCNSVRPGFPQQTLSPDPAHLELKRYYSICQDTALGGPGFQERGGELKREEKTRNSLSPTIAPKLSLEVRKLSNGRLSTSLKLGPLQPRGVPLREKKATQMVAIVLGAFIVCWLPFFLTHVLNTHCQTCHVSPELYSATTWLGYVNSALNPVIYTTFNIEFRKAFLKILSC
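Cells expressing the human receptor were seeded at 1500 cells/well, incubated overnight at 37 degrees C in 5% CO2, then exposed to library compounds with dopamine controls for 90 minutes at 37 degrees C before luminescent detection.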
An asterisk follows results filed as active; i = inactive; ? = inconclusive; / = not tested or not shown; & = joins results of further samples; [ ] = another dose, or the depositor's remark. Unless noted, the call rests on the fitted dose curve; in most records, active means well fitted curve in the direction sought with a large enough effect; inconclusive means small, poorly fitted or top-dose-only effect, or another doubt; inactive means no such curve, though single readings can be large; an effect the other way counts as inactive or inconclusive. Some of the compounds tested; count on the stated rates, not on these rows.

SMILES	pAkt inh	FUS yeast rescue	GLP1R ag	aSyn yeast inh	Abeta rescue	PTHR1 agonist	TDP43 rescue	GLP1R inv ag	D3 antag
O=S(=O)(O)c1cccnc1SCc1ccccc1	i	40%	4%	-3%	-19%	-17%	-16%	17%	37
CCc1cc(Br)ccc1NC(=S)NCCc1ccccc1	i	21%	2%	-2%	?	-23%	8%	?	-19
Cc1c(NC(=O)c2cnc(Cl)c(Cl)c2)c(=O)n(-c2ccccc2)n1C	i	26%	0%	-2%	3%	-17%	0%	22%	0
Cc1cc2occ(CC(=O)OCC(=O)Nc3sc4c(c3C#N)CCC(C)C4)c2cc1C (stereo unspecified)	i	-13%	17%	-14%	-1%	-11%	?	2%	5
CCN1CCN(C(=S)Nc2ccccc2Cl)CC1	i	7%	-12%	-12%	9%	i	9%	1%	-13
O=C(NCc1ccc2c(c1)OCO2)C1CC(c2ccc(Cl)cc2)=NO1 (stereo unspecified)	i	4%	-1%	0%	14%	-13%[57.5 µM]	-2%	?	57
CC1CCCN(C(=O)Cn2c3ccccc3c3nc4n(c(=O)c32)CCS4)C1 (stereo unspecified)	i	-13%	13%	25%	2%	i	8%	6%	7
CCOC(=O)c1c(N)ssc1=S	i	-5%	1%	-17%	23%	i	4%	67%[activator]	11
CC(C)(C)N(Cc1ccccc1)C(=O)COC(=O)Cn1[nH]c(=O)c2ccccc2c1=O	i	10%	1%	1%	7%	-28%	9%	-10%	19
COc1ccccc1NC(=O)Cn1cnc2c(nc3n2CCCCC3)c1=O	i	-23%&14%	-3%	-8%	7%&-6%	-4%	0%&28%	33%&5%[activator]	6
Cc1nc2c(C)cccc2cc1C(=O)N/N=C/c1ccc(N(C)C)cc1	i	18%	12%	-16%	7%	i	-5%	?	19
CCn1c(SCC(=O)NC2CCCC2)nc2c1c(=O)n(C)c(=O)n2C	i	5%	20%	0%	-4%	i	-11%	32%[activator]	5

Some of the entries above in a different format.
molecule | pAkt inh | FUS yeast rescue | GLP1R ag | aSyn yeast inh | Abeta rescue | PTHR1 agonist | TDP43 rescue | GLP1R inv ag | D3 antag
Cc1cc2occ(CC(=O)OCC(=O)Nc3sc4c(c3C#N)CCC(C)C4)c2cc1C (stereo unspecified) | i | -13% | 17% | -14% | -1% | -11% | ? | 2% | 5
CCN1CCN(C(=S)Nc2ccccc2Cl)CC1 | i | 7% | -12% | -12% | 9% | i | 9% | 1% | -13

The list continues.
SMILES	pAkt inh	FUS yeast rescue	GLP1R ag	aSyn yeast inh	Abeta rescue	PTHR1 agonist	TDP43 rescue	GLP1R inv ag	D3 antag
CCC(Oc1ccccc1)C(=O)Nc1nnc(S(=O)(=O)N2CCCCC2)s1 (stereo unspecified)	/	?	-2%	11%	1%	-7%	8%	?	-4
Cc1ccc(NC(=O)C(Cc2ccccc2)NS(=O)(=O)c2cccs2)cc1Cl (stereo unspecified)	/	-22%	-2%	/	-14%	i	-8%	-6%	/
CC(C)(C)OC(=O)C[C@@H]1C/C=C\C[C@H](CC(=O)N(CCO)Cc2ccccc2)C(=O)N2CCC[C@H]2COC1=O	i	31%	2%	-2%	6%	i	4%	18%	29
C=CCn1nc(C(=O)Nc2ccc(OC)cc2)cc1-c1sc(NC(=O)c2ccccc2)nc1C	i	?	/	0%	9%	-25%	?	?	20
COc1ccc(-c2nn(-c3ccccc3)cc2/C=N/Nc2ccc(S(N)(=O)=O)cc2[N+](=O)[O-])cc1OC	i	2%	8%	-4%	-3%	-8%	-29%	3%	?
Cc1cccn2cc(CNC(=O)c3ccco3)nc12	i	-25%	-12%	0%	5%	i	-2%	2%	12
CCN(CC)c1ccc(S(=O)(=O)N(CC)CC)cc1NC(=O)C1CCCC1	i	44%	17%	-3%	11%	-25%	-9%[9.22 µM]	?	-16
CC(=O)Nc1ccc(S(=O)(=O)NCCC(=O)OC(C)C(=O)NC2(C#N)CCCCC2)cc1 (stereo unspecified)	i	-16%	-3%	1%	-14%	i	15%	8%	14
NC1=NN=C(c2ccc3c(c2)OCCO3)CS1	i	17%	-1%	5%	-11%	-23%	10%	?	-10
CCCC(=O)N1CCN(c2ccc(NC(=S)NC(=O)CC)cc2)CC1	i	33%	0%	-3%	19%	i	1%	-2%	25
CCc1nc(C(N)=O)c2[nH]c(=O)n(-c3ccc(OC)cc3OC)c2n1	/	-25%	8%	-3%	-2%	i	6%	21%	-4
O=C(CCC1N=C2c3ccccc3N=C(SCc3ccccc3F)N2C1=O)NCc1ccccc1 (stereo unspecified)	/	-16%	/	/	4%	-7%	8%	0%	/
O=C(Cc1c(F)cccc1Cl)Nc1nccs1	i	20%	2%	-10%	7%	-11%	-4%	-17%	-3
O=C(O)/C=C/C(=O)N1CCN(c2cccc(Cl)c2)CC1	i	-28%	-4%	0%	22%	?	25%	-1%	-60*
CC(=O)Nc1cccc(NC(=O)C(=O)NCCc2csc3nc(-c4ccccc4F)nn23)c1	/	-2%	/	/	12%	7%	0%	-5%	/
COc1ccc(CC(=O)NCc2ccc(Cl)cc2)cc1S(=O)(=O)N1CCOCC1	i	-16%	-6%	-3%	-4%	-30%	13%	9%	-16
COC(=O)c1ccccc1SCc1csc(C)n1	i	-2%	8%	13%	1%	-2%	-12%	-24%	6
O=C(Oc1ccc(NC2=C(Cl)C(=O)c3ccccc3C2=O)cc1)c1ccc([N+](=O)[O-])cc1	i	-25%	-2%	-2%	-4%	-38%[inhibitor]	2%	-4%	-2
NC(=O)c1ccc(NC(=O)CSc2nnc(-c3cccnc3)n2Cc2ccco2)cc1	/	-15%	-1%	0%	-12%	16%	0%	15%	2
c1csc(CNc2nc3ccccc3n2CCN2CCOCC2)c1	i	7%	1%	-5%	2%	i	5%	?	?
Cc1ccc(S(=O)(=O)Nc2cc(-c3ccccc3)nn2C)cc1	i	7%	1%	11%	4%	-10%	-22%	?	0
CC1=C(C(=O)OC(C)C)C2(O)C(=O)c3ccccc3C2(O)N1 (stereo unspecified)	i	37%	8%	-1%	1%	3%	4%	-27%	?
COc1cccc(-c2ccc3ncnc(NCc4cccnc4)c3c2)c1	/	-11%	-7%	/	-11%	1%	/	/	/
CN(C)S(=O)(=O)c1cc(NC(=O)COC(=O)c2ccc3c(c2)OCO3)ccc1Cl	i	/	8%	-3%	-11%	i	-9%	0%	-9
COc1ccc(NC(=O)CS(=O)(=O)Cc2ccccc2)c([N+](=O)[O-])c1	i	8%	7%	-4%	3%	20%	-15%	23%	-17
Cc1cccc(-n2c(N)c(C(=O)NCCN3CCOCC3)c3nc4ccccc4nc32)c1	i	2%	0%	0%	12%	-5%[57.5 µM]	1%	?	44
CC(=O)c1ccc(S(=O)(=O)Nc2ccc(-c3cn4c(n3)SCC4)cc2)cc1	i	?	-2%	-1%	18%	-10%	5%	1%	-16
CC(=O)N1SC(N)=NC1c1ccccc1 (stereo unspecified)	i	2%	-7%	-12%	-5%	i	-1%	6%	-4
COc1cc(OC)nc(NC(=O)C(C)C)n1	i	-18%	-6%	-5%	-1%	-1%	8%	5%	16
O=C(CSCc1ccc(F)cc1)Nc1ccc(F)cc1	i	-3%	18%	-9%	14%	i	?	-36%	-1
O=C(O)COc1ccc(Oc2ccccc2)cc1	/	-22%	-6%	11%	0%	i	-5%	2%	-14
Cc1cc(NC(=O)c2ccccc2)ccc1NC(=O)Cc1ccccc1	i	16%	0%	-8%	9%	i	-13%	2%	-20
COc1ccc(CCN=c2c([N+](=O)[O-])nn(-c3cccc(C)c3)n2O)cc1OC	i	6%	14%	-1%	-20%	i	18µM*	16%	-9
C1CSC2(N1)C1CC3CC2CC(C1)C31NCCS1 (stereo unspecified)	i	-26%	-6%	2%	14%	i	11%	22%	-26
Cc1ccc(C)c(CNC(=O)CN2C(=O)CSc3ccc(S(=O)(=O)N(C)C)cc32)c1	/	26%	/	/	-2%	i	17%	-18%	/
O/N=C(\COc1ccccc1O)c1ccccc1	/	20%	2%	0%	?	-1%[57.5 µM]	8%	0%	15
CCc1ccc(NCc2cc3cc4c(cc3n(CC(=O)Nc3ccccc3OC)c2=O)OCCO4)cc1	/	-7%	15%	0%	-10%	-4%	0%	18%	/
CNC(=O)c1c(NC(=O)CCS(=O)(=O)c2ccccc2)sc2c1CCN(C(=O)OC)C2	i	31%	1%	1%	-4%	-36%[inhibitor]	-7%	36%[activator]	-1
CC1(C(=O)NCc2ccc(Cl)cc2)CCN1C(=O)Cc1ccc(Cl)cc1Cl (stereo unspecified)	i	29%	-1%	?	25%	-8%	32µM*	?	44
N#Cc1ccc(C(=O)N2CCC3CC2c2cc(N4CCCCC4)ccc23)cc1 (stereo unspecified)	i	-5%	10%	-5%	-1%	-31%	0%	11%	8
CCCC(C)C(=O)OCC(=O)NCc1ccc(OC)c(OC)c1 (stereo unspecified)	i	0%	6%	0%	-15%	-8%	-7%	2%	0
Nc1nc(SCC(=O)Nc2cccc(F)c2)n[nH]1	i	-29%	8%	0%	-11%	i	0%	9%	4
Cc1ccc(Cl)cc1NCc1nnc2n1CCCCC2	/	-6%	6%	1%	-5%	-18%	25%	-24%	/
Clc1ccc2nc(N3CCCCC3)[nH]c2c1	i	22%	-12%	-6%	-5%	-39%[inhibitor][57.5 µM]	-21%	?	-12
COC(=O)CCCCCCCCCCN1CCCCC1	i	/	0%	11%	23%	-10%	19%	0%	2
CC(=O)c1cccc(OCc2cc(C(=O)N(C)CCc3ccccn3)no2)c1	i	-10%	9%	-2%	5%	-23%	-5%	-4%	-15

Screens: PubChem, National Center for Advancing Translational Sciences (NCATS)
